Assay outcomes as filed in PubChem.
NPY1 pot ag – potentiates or activates human NPY-Y1 receptor; AID 1304; activation, % at 3.6 µM; P25929; 0.37% of 220,000 active; NPY-Y1 expressing cells, potentiator/agonist activation; in the data active = activation above about 33%, passing the limit was not always enough;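 note: cells stimulated with NPY at EC10 then isoproterenol at EC100; 0% = low agonist plus stimulus and 100% = saturating agonist plus stimulus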
NPY-Y2 PAM-ag – potentiates or activates human NPY-Y2 receptor; P49146; cells expressing NPY-Y2, potentiator/agonist read-out; activation, % at 3.6 µM; 0.45% of 220,000 active; in the data active = activation above about 27%;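 note: cells stimulated with NPY near EC25 plus isoproterenol at EC100; 0% = vehicle plus submaximal agonist and 100% = vehicle plus saturating agonist; some results beyond the cut were filed as inactive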
Target sequence (P49146 whole entry, looked up): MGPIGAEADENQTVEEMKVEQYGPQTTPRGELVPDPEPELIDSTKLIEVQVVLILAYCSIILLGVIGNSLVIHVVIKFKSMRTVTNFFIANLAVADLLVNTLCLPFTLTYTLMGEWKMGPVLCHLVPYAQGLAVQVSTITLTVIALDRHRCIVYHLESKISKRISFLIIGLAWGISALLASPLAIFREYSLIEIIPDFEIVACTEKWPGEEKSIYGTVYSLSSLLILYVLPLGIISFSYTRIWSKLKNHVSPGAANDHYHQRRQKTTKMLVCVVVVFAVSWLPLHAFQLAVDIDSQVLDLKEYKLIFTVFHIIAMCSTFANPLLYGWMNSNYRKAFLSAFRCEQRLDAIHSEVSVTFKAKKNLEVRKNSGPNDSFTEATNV
RBBP9 inh – blocks human serine hydrolase RBBP9. recombinant RBBP9, FP-Rh probe fluorescence polarization. inhibition, % at 7.94 µM. 0.2% of 220,000 active. AID 1515;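 active = inhibition above the campaign mean of all tested compounds plus 3 SD, cut at about 14% in these data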;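 note: plate controls were DMSO wells with RBBP9 for no effect and wells lacking RBBP9 protein for full effect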
Target sequence (O75884 whole entry, looked up): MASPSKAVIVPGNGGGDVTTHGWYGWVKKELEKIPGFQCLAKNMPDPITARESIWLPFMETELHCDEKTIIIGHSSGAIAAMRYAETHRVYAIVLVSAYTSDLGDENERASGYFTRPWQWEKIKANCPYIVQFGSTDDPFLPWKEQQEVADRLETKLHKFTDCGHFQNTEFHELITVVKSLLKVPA
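Test system: recombinant human RBBP9; Timing: 30 min then 45 min, 25 °C; Detection: fluorescence polarization; Control set: RBBP9 with DMSO as uninhibited control, no-protein wells as full inhibition; Compound dosing: one concentration, 7.94 µM nominal, 0.794% DMSO; Probe or stimulus: FP-Rh activity-based probe, 375 nM before mixing.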
NPY Y1 blocker – blocks the human neuropeptide Y Y1 receptor; HEK293-CNG Y1 cells, membrane potential fluorescence; NPY at EC95, then isoproterenol; inhibition, % at 3.6 µM; P25929; AID 1040; 1% of 200,000 active;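 active = inhibition above the campaign mean inhibition of all tested compounds plus 3 SD, cut at about 20% in these data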;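 note: 0% = DMSO wells given NPY plus isoproterenol and 100% = isoproterenol alone without NPY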
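Material: HEK293 cells with Y1 receptor plus CNG channel; times: compound incubation 1 h at room temperature, readout 45 min post-stimulation; signal: fluorescence, membrane potential probe; read-out basis: fluorescence ratio normalized to % inhibition between controls; benchmarks: full-block control isoproterenol-only wells, zero-block control NPY plus isoproterenol wells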
Ba/F3 V617F tox – reduce viability of Ba/F3 cells dependent on JAK2V617F; inhibition, % at 5.6 µM; Ba/F3 EpoR-JAK2V617F viability, ATP luminescence; AID 1446; 1.1% of 220,000 active;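 active = inhibition above the campaign mean plus 3 SD over all tested compounds, cut at about 24% in these data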;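 note: cytokine-independent growth of Ba/F3 cells driven by EpoR plus mutant JAK2; 0% = DMSO-treated cells and 100% = JAK inhibitor I control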
Runt-CBFb FRET – Runt domain-CBFb interaction inhibition. AID 1496. 0.46% of 220,000 active. Cerulean-Runt/Venus-CBFb FRET ratio 530/480, 1 h. Q01196+Q13951. inhibition, % at 20 µM;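 active = inhibition over about 50% at 20 µM in the single-dose screen, limit read from the data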;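 note: 0% = DMSO wells and 100% = excess unlabeled CBFb competitor control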
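System: Cerulean-labeled Runt domain protein | Quantity: 100 nM of each labeled protein | Schedule: 1 h compound exposure, room temperature | Detection: Fluorescence energy transfer, 422 nm excitation, 530/480 nm emission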
S1P4 antagonist – antagonists of human S1P4 receptor; O95977; S1P4-expressing cells, antagonist mode, reporter read-out; inhibition, % at 4.98 µM; 0.26% of 220,000 active; AID 1510; in the data active = inhibition above about 29%;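 note: 0% = wells stimulated with agonist and 100% = vehicle wells without agonist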
Target sequence (O95977 whole entry, looked up): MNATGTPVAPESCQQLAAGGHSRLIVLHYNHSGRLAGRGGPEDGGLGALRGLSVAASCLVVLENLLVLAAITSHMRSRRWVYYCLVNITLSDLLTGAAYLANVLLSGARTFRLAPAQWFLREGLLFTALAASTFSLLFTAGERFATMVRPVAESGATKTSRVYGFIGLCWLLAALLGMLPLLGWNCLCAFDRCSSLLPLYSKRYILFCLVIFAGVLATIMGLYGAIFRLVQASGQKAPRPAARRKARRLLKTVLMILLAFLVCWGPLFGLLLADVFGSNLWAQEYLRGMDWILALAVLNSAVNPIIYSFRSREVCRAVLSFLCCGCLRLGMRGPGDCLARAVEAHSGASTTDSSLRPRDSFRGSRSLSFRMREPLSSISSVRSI
S1P4 agonist – activates the human S1P4 receptor; S1P4-expressing cell line, agonist reporter assay; activation, % at 4.98 µM; 0.35% of 220,000 active; in the data active = activation above about 11%;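 note: 0% = DMSO vehicle and 100% = reference agonist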
BaF3 parental – parental Ba/F3 viability inhibition as JAK2V617F counter-screen. CellTiter-Glo ATP luminescence. inhibition, % at 5.6 µM. 1.1% of 220,000 active;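 active = inhibition above a per-campaign cutoff, the mean inhibition of all tested compounds plus 3 SD, cut at about 27% in these data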;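 note: 0% = DMSO wells and 100% = JAK Inhibitor I control wells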
Starred values were filed as active, the others as inactive; . = not tested or not shown.

SMILES | NPY1 pot ag | NPY-Y2 PAM-ag | RBBP9 inh | NPY Y1 blocker | Ba/F3 V617F tox | Runt-CBFb FRET | S1P4 antagonist | S1P4 agonist | BaF3 parental
CCOc1ccc(NC(=O)CN(C)S(=O)(=O)c2ccc3c(c2)CCC(=O)N3)cc1 | -11 | -6 | -6 | . | 2 | 2 | 3 | 0.4 | 4
O=C(Cn1nc(C(F)(F)F)c2c1CCC2)Nc1ccccc1C(F)(F)F | -5 | 0 | -5 | 1 | -5 | -4 | 0 | 1.2 | 2
CCCCn1c(=N)n(CC(O)COc2ccc(C)cc2)c2ccccc21 (centres undefined) | -32 | -16 | 10 | 61* | 65* | -2 | 20 | -1.0 | 16
CC(C)CCNC(=O)C(Cc1ccccc1)NS(=O)(=O)c1ccc2c(c1)c(=O)n(C)c(=O)n2C (centres undefined) | 9 | -21 | -4 | 8 | 8 | 0 | 19 | -0.2 | 6
COCCNS(=O)(=O)c1cccn1-c1ncc(C(F)(F)F)cc1Cl | 26 | -1 | -1 | 1 | -3 | 2 | -10 | 0.7 | 3
Cc1ccc(OCC(=O)Nc2c[nH]c(=O)[nH]c2=O)cc1C | 10 | -2 | -5 | 3 | 2 | 0 | -40 | 2.0 | -2
S=c1[nH]c(-c2ccc(Cl)cc2)cs1 | 4 | -9 | -8 | 6 | -1 | 50* | -26 | 0.7 | 2
O=C(Nc1ccc(Oc2cccc3ccccc23)cc1)c1ccco1 | -20 | 10 | -16 | 5 | 1 | 2 | 1 | 0.4 | 5
N#Cc1c(NC(=O)CCC(=O)O)sc2c1CCCCC2 | -13 | -8 | -8 | -1 | 2 | 7 | -16 | -0.3 | 0
COC(=O)c1cc2c(s1)-c1cc(F)ccc1OC2 | -11 | -15 | -7 | . | -4 | 9 | -3 | -0.5 | -3
Cc1ccc(NC(=O)c2sc3nc(N)c(C#N)cc3c2N)cc1 | -12 | 13 | 2 | -1 | 0 | 16 | 4 | 1.1 | 5
Cc1cc(C)cc(C(=O)Nc2ccc3[nH]c(=O)[nH]c3c2)c1 | -13 | -12 | -7 | -1 | 2 | -4 | -5 | 0.1 | 1
CC(=O)Nc1sc2c(c1CN1CCN(c3ccc(F)cc3)CC1)CCCC2 | 16 | -18 | 1 | -6 | 2 | 0 | -11 | 0.9 | 6
Cc1ccc(C(=O)NNC2=NCCC2)cc1 | -2 | -9 | -12 | 4 | 7 | -2 | -10 | 1.4 | 6
O=C(CSc1ccc2ccccc2c1)NCCCN1CCCC1=O | 8 | 0 | -5 | -1 | 1 | 1 | -10 | 1.1 | 3
CSc1nc2nc3c(cn2n1)C(=O)CC(c1ccccc1)C3 (centres undefined) | -27 | -14 | -3 | 7 | 2 | -366 | 13 | 3.1 | 7
CCN(CC)CCn1c(=S)[nH]c2cc(Cl)ccc2c1=O | 3 | 13 | 2 | 10 | -2 | 5 | 0 | 0.0 | -3
COc1ccc(O)c(/C=N\NC(=O)CCn2nnc3ccccc32)c1 | 8 | -7 | -5 | -2 | -1 | 5 | 19 | -0.8 | 3
O=C(NCC1COc2ccccc2O1)C1CCCN(S(=O)(=O)c2cccc3cccnc23)C1 (centres undefined) | 3 | 9 | -2 | -1 | -1 | 3 | -2 | 0.7 | 5
CSc1nsc(/C=C/Nc2ccc(C)c(C)c2)c1C#N | 14 | -16 | -8 | 8 | 0 | -1 | 0 | 0.6 | 5
CCC(C)NC(=O)Cn1nc([N+](=O)[O-])c(Cl)c1C (centres undefined) | -15 | 3 | -3 | 5 | -4 | 1 | -2 | -0.4 | 0
COc1cccc(C2=NOC(C(=O)NCc3ccc(F)cc3)C2)c1 (centres undefined) | -55 | -47 | 5 | 23* | -1 | -1 | 5 | 1.5 | 4
Cc1cc(C)cc(N(C(=O)c2ccccn2)C(C(=O)NC2CCCCC2)c2cccs2)c1 (centres undefined) | -12 | -10 | -5 | 0 | 0 | -5 | -8 | 0.9 | 4
O=C(CSc1cccc[n+]1[O-])Nc1cc(S(=O)(=O)N2CCOCC2)ccc1Cl | -6 | 5 | -5 | 8 | 2 | -3 | -28 | 1.4 | 2
O=C(Nc1ccc(Br)cc1F)c1ccc2c(c1)N(Cc1ccccc1)C(=O)CS2=O (centres undefined) | 11 | -4 | -3 | 3 | -3 | . | -17 | 1.5 | 3

Complete entries, quoted from the list.
Record of `Cc1cc(C)cc(N(C(=O)c2ccccn2)C(C(=O)NC2CCCCC2)c2cccs2)c1` (centres undefined) = NPY1 pot ag = -12; NPY-Y2 PAM-ag = -10; RBBP9 inh = -5; NPY Y1 blocker = 0; Ba/F3 V617F tox = 0; Runt-CBFb FRET = -5; S1P4 antagonist = -8; S1P4 agonist = 0.9; BaF3 parental = 4
Record of `COc1cccc(C2=NOC(C(=O)NCc3ccc(F)cc3)C2)c1` (centres undefined) = NPY1 pot ag = -55; NPY-Y2 PAM-ag = -47; RBBP9 inh = 5; NPY Y1 blocker = 23*; Ba/F3 V617F tox = -1; Runt-CBFb FRET = -1; S1P4 antagonist = 5; S1P4 agonist = 1.5; BaF3 parental = 4

Further compounds follow:
SMILES | NPY1 pot ag | NPY-Y2 PAM-ag | RBBP9 inh | NPY Y1 blocker | Ba/F3 V617F tox | Runt-CBFb FRET | S1P4 antagonist | S1P4 agonist | BaF3 parental
COC(=O)COn1c(SC(C)C)nc2ccccc2c1=O | 7 | -12 | 4 | -1 | -1 | 3 | -3 | 2.3 | 5
O=C(Nc1cccn(Cc2c(Cl)cccc2Cl)c1=O)c1c(Cl)cccc1Cl | 4 | 11 | -9 | 9 | -3 | . | -5 | 0.6 | 2
CC1(C)Cc2c(sc3ncn4c(=S)[nH]nc4c23)CO1 | 8 | 6 | -6 | 2 | 2 | 46 | 1 | 0.8 | 4
COc1cc(CC(CC(=O)O)CC(C)OCc2ccccc2)cc(OC)c1 (centres undefined) | -15 | -16 | -2 | 7 | -2 | -3 | -10 | 0.0 | 1
COc1cccc(-c2nc(-c3ccc4c(c3)NC(=O)CO4)cs2)c1 | 11 | 16 | -3 | -3 | -1 | . | -7 | 0.9 | 4
Cc1nn(C)cc1CN(C)Cc1ccc(OCC(O)CN2CCCCC2)cc1 (centres undefined) | 6 | -10 | 2 | -3 | -3 | -2 | -11 | -0.5 | 0
Cc1cccc(NC(=O)CCC(=O)OCc2ccc(Br)cc2)c1 | -13 | -1 | -2 | 3 | -6 | -2 | -9 | -2.1 | 0
Cc1cc(C(=O)CSc2ncccn2)c(C)n1-c1cccc(F)c1 | -23 | -6 | -4 | 10 | -1 | 21 | -12 | 0.0 | 3
CCC(C)c1ccc(S(=O)(=O)N2CCN(C(C)CC(=O)O)CC2)cc1 (centres undefined) | -23 | -7 | 4 | -1 | 7 | 1 | 7 | 1.6 | 8
CCCCCCn1c(CN2CCN(C(=O)c3ccco3)CC2)nc2c1c(=O)n(C)c(=O)n2C | 7 | 9 | -4 | -2 | 1 | . | -4 | 1.2 | 5
Cc1nn(Cc2cccc(C(N)=O)c2)c(C)c1Br | 4 | 12 | -6 | . | -3 | -1 | 7 | 0.2 | 0
COc1cc(O)oc1C=Nc1ccc(Cl)cc1Cl | -29 | -15 | -7 | 2 | 1 | 1 | 11 | -1.0 | 1
CSc1cnc2c(N)nc(N(C)C)nc2n1 | -8 | -7 | -4 | 10 | 0 | -8 | -19 | 1.4 | 2
COc1ccccc1NC(=O)CCC(=O)OCc1ccc(Cl)cc1 | 9 | 12 | 0 | 5 | 1 | -3 | -22 | 1.4 | 8
COc1ccccc1CNC(=O)C[n+]1ccccc1 | 11 | 12 | -1 | 3 | -4 | -2 | -10 | 0.6 | 3
Cc1cc(NC2CCCCC2)nc2ccccc12 | -9 | -13 | -8 | 14 | 6 | -1 | 30* | -0.5 | 6
Cc1ccc(CSCCNC(=O)c2ccccc2)cc1 | -2 | -8 | 0 | 2 | -4 | -1 | -1 | -0.4 | -1
C/C(=N\OC(=O)c1ccc(C)cc1)c1c(C)nc2cc(C)ccn12 | 19 | 9 | 0 | -3 | -1 | -2 | -6 | 1.4 | 11
Cc1ccnc(SCCn2c(N3CCN(c4ccccc4)CC3)nc3c2c(=O)[nH]c(=O)n3C)n1 | 3 | -21 | 0 | -1 | 0 | 1 | 3 | 2.2 | 0
O=C(NC1(C(F)(F)F)NC(=O)N(Cc2cccnc2)C1=O)c1ccccc1 (centres undefined) | -19 | 8 | -1 | -3 | -1 | -4 | -16 | 0.8 | 0
Cc1ccc(-n2cc(CN3CCC(CO)(Cc4ccccc4)CC3)cn2)cc1 | -20 | -48 | 5 | 15 | 4 | 0 | -9 | 0.1 | 7
COc1ccc(NC(=O)CN(C)Cc2c(F)cccc2Cl)cc1S(=O)(=O)N1CCCCC1 | -3 | -14 | 2 | 2 | -2 | -4 | 0 | -0.2 | 9
CCOC(=O)C1CCN(CC(=O)Nc2cc(S(=O)(=O)N3CCOCC3)ccc2C)CC1 | -19 | -12 | 0 | 4 | 6 | 2 | -1 | 2.5 | 13
Cc1cc(C)cc(C(=O)Nc2ccc(N3CCN(S(C)(=O)=O)CC3)cc2)c1 | -6 | -7 | -8 | -7 | -4 | -1 | 10 | -0.1 | 1
C=CCN1C(=O)C2C(C(=O)NC)C3C=CC2(O3)C1C(=O)NCc1ccc(OC)cc1 (centres undefined) | 10 | 4 | -1 | -1 | -4 | 0 | -11 | 0.2 | 2

SMILES | NPY1 pot ag | NPY-Y2 PAM-ag | RBBP9 inh | NPY Y1 blocker | Ba/F3 V617F tox | Runt-CBFb FRET | S1P4 antagonist | S1P4 agonist | BaF3 parental
COc1cccc(NC(=O)CCN2CCC(C(N)=O)CC2)c1 | 1 | 8 | -1 | -1 | -3 | -2 | 0 | -3.2 | 2
COc1ccccc1C1CC(c2ccco2)=NN1c1ccccc1 (centres undefined) | 26 | 13 | 1 | 4 | -6 | -56 | 8 | 3.9 | 1
CC(C)(C)c1ccc(-c2nc(N)nc(N)n2)cc1 | 18 | 5 | 1 | . | -5 | 1 | -1 | -0.4 | 11
CCCN1C(=O)/C(=C/c2c(N3CCNC(=O)C3CC(=O)OCC)nc3c(C)cccn3c2=O)SC1=S (centres undefined) | 20 | 14 | -16 | . | 2 | -140 | -1 | 0.0 | -5
COc1ccc(OC)c(/C(O)=C/C(=O)C(=O)Nc2ccccc2OC)c1 | 10 | -8 | -2 | 2 | -2 | 4 | -30 | -4.5 | 7
CCOC(=O)c1[nH]c2ccc(OC)cc2c1NC(=S)N1CCN(c2cccc(Cl)c2)CC1 | -20 | -11 | -2 | 2 | -2 | 2 | 1 | 2.9 | 5
O=C(O)c1ccc(-c2ccc(O)c(F)c2)cc1 | -17 | -8 | -2 | 2 | -2 | 4 | -8 | 3.3 | 1
O=C(Nc1cn(-c2ccccc2)nc1-c1ccccc1)c1ccccc1 | -12 | -23 | -13 | 3 | -1 | -2 | -15 | -0.2 | 3
CCOC(=O)Nc1cccc(C(=O)O)c1 | -5 | 2 | -3 | 3 | 0 | 2 | -1 | 3.2 | 1
COC(=O)[C@H]1C[C@@H]1[C@H](NC(=O)OCc1ccccc1)c1ccccc1 | -1 | 7 | -6 | 5 | -2 | -1 | -8 | 0.2 | 1
